GPR7 antag – human neuropeptides B/W receptor 1 antagonism; P48145; GPR7-expressing cells, fluorescence antagonist assay; inhibition, % at 4.4 µM; 290,000 tested, 1.1% active; AID 1861; in the data active = inhibition above about 16%, passing the limit was not always enough;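 note: cells stimulated with the agonist NPW; 0% = agonist with vehicle and 100% = vehicle without agonist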
MEKK3 PB1 HTS – MEKK3-MEK5 PB1 interaction, increase or decrease; Q99759; bead-based flow cytometry, Alexa488-MEK5 binding to MEKK3; actives lie on both sides; 0 = blocked by unlabeled MEK5, 100 = vehicle; binding response (% of control), % at 10 µM; 290,000 tested, 1.4% active; AID 1529;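 active = binding response more than 3 SD above or below the average of its plate-row segment, actives on both sides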;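 note: Alexa488 bead fluorescence after subtracting the streptavidin-only scavenger bead signal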
Target sequence (Q99759 whole entry, looked up): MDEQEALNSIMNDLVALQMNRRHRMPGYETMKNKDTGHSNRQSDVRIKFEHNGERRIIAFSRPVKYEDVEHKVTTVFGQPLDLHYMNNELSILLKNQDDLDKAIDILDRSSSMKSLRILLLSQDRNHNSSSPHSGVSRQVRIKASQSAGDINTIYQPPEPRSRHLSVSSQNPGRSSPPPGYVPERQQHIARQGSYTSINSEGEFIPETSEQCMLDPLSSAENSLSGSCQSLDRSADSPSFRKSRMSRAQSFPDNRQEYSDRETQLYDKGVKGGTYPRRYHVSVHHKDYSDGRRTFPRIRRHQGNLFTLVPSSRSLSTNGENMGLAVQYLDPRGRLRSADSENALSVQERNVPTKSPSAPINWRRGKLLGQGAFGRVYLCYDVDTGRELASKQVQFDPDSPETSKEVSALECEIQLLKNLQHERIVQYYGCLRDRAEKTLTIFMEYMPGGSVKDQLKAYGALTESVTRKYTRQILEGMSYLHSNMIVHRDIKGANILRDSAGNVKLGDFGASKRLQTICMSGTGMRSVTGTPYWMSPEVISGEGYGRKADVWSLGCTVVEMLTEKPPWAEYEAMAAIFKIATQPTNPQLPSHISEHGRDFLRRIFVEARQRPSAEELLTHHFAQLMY
OXTR agonist – activates the human oxytocin receptor; P30559; CHO-OTR cells, Fluo-8 calcium fluorescence; normalized: DMSO 0%, oxytocin 100%; activation, % at 3 µM; 320,000 tested, 0.32% active;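 active = activation above the mean of all tested compounds plus 3 SD, cutoff set per screening run, cut at about 20% in these data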;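 note: peak over basal fluorescence ratio from a 100 s FLIPR kinetic read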
MEKK2 mut-MEK5 – signal of MEK5 binding to mutant human MEKK2 PB1 domain; bead flow cytometry, Alexa488-MEK5 binding to MEKK2 mutant; AID 1530; 290,000 tested, 0.35% active; percent response, % at 10 µM; in the data active = percent response above about 24%, passing the limit was not always enough; note: inactives centre near 1; some results filed as inactive read as strong as hits; reference of the scale not given here
V1R ag counter – V1a receptor agonism, counter-screen for OXTR agonists; AID 2797; activation, % at 3 µM; P37288; CHO-V1R cells, Fluo-8 calcium fluorescence, agonist mode; 0% DMSO, 100% 3 nM vasopressin; 320,000 tested, 0.25% active;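 active = activation above the mean activation of all tested compounds plus 3 SD, per screening run, cut at about 20% in these data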;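 note: signal is peak over basal fluorescence ratio across a 100 second FLIPR read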
NALP1 inh – blocks the NALP1 inflammasome reconstituted in yeast; inhibition, % at 10 µM; 280,000 tested, 0.61% active; S. cerevisiae NALP1/ASC/caspase-1 growth, X-gal OD620, 72 h; in the data active = inhibition mostly above about 24%, no sharp cut-off; inactive = mostly below about 32%; note: some compounds called inactive have numbers as strong as hits
MEKK2wt PB1 HTS – raises or lowers MEK5 binding to wildtype human MEKK2 PB1 domain; AID 1531; binding response (% of control), % at 10 µM; bead flow cytometry, Alexa488-MEK5 binding to MEKK2 WT; actives lie on both sides; Q9Y2U5; 290,000 tested, 1.1% active; in the data active = binding response below about 67% or above about 130%
PHOSPHO1 inh – PHOSPHO1 (human) inhibition; inhibition, % at 13.3 µM; Q8TCT1; AID 1565; recombinant PHOSPHO1, absorbance phosphatase assay; 290,000 tested, 1.1% active; in the data active = inhibition above about 60%
Target sequence (Q8TCT1 whole entry, looked up): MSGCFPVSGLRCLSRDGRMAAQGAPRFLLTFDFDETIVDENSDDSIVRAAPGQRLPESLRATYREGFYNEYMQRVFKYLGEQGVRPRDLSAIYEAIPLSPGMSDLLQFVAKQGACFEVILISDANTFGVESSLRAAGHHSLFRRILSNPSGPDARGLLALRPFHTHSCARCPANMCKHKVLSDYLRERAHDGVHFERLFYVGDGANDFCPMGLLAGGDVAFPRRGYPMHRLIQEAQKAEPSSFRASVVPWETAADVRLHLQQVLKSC
GalR3 antag – human GalR3 antagonism. 360,000 tested, 0.44% active. HEK293 GalR3-CNG cAMP membrane potential fluorescence; galR3 body fused to GalR1 C-terminus. AID 651719. O60755. inhibition, % at 3 µM;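 active = inhibition above the screen-wide average plus 3 SD, cut at about 13% in these data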;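 note: forskolin and galanin both at EC90 stimulate the cells; cAMP rise reported by CNG channel membrane potential dye signal; 0% = forskolin plus galanin with DMSO and 100% = forskolin alone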
The depositor's hits bear a star; . = no result given; [ ] = another dose, or the depositor's remark. The order is random; any-hit rate near 5.4%.

SMILES	GPR7 antag	MEKK3 PB1 HTS	OXTR agonist	MEKK2 mut-MEK5	V1R ag counter	NALP1 inh	MEKK2wt PB1 HTS	PHOSPHO1 inh	GalR3 antag
COc1ccc(C(=O)Nc2ccc3oc(-c4cccc(F)c4)nc3c2)cc1OC	.	.	0.7	.	-0.2	-3	.	5	1
CCC(C)NC(=O)C1CCN(C(=O)N(C)C)CC1 (configuration not stated)	-12	97	-0.3	1	0.1	38	94	22	-2
O=C(CNC(=O)[C@@H]1Cc2ccccc2CN1)NC1CCCC1	-8	108	-0.2	2	0.5	25	105	54	-7
Cc1cc(C(=O)NCc2cccs2)cs1	-8	102	-1.0	2	0.0	7	106	10	.
Cc1oc(C(=O)O)cc1COc1ccc2c(C)cc(=O)oc2c1	-4	95	0.8	-2	0.9	-9	97	22	2
COC(=O)CC1=C(C(=O)OC)C(c2ccncc2)C(C#N)=C(N)O1 (configuration not stated)	-11	93	-0.9	-11	0.4	7	89	7	0
Cc1cccc(N2CC(C(=O)Nc3ccc(S(=O)(=O)NCC4CCCO4)cc3)CC2=O)c1C (configuration not stated)	-10	102	-0.7	3	-0.3	-24	102	-9	-6
COc1ccc(C2=NCCc3cc(OC)c(OC)cc32)cc1OC	-2	85	0.2	-4	0.1	7	87	1	4
COc1ccc(NC(=O)CC2(Cc3ccccc3)CCOC(C)(C)C2)cc1 (configuration not stated)	-2	103	-2.2	3	0.4	13	105	1	-4
O=C(CN(Cc1ccco1)C(=O)Cn1nnc(-c2ccc(F)cc2)n1)NC1CCCC1	10	.	-0.2	.	1.6	9	.	23	3
COc1ccccc1NC(=O)Nc1ccnn1C1CCN(C(=O)c2ccccn2)CC1	-18	102	-1.1	9	-0.7	-3	109	33	-1
Cc1nc(N2CCN(c3ccc(Cl)cc3)CC2)[nH]c(=O)c1C	-22	100	0.6	6	0.9	9	107	30	0
Nc1cccc2c1nnn2C1OC(CO)C(O)C(O)C1O (configuration not stated)	-20	82	1.2	0	0.3	-3	96	52	0
Cc1ccccc1C(=O)NC1CCN(C(=O)N2CCOCC2)CC1	-8	90	0.4	7	0.7	7	101	9	0
O=C(Nc1ccc2oc(=O)ccc2c1)c1cc([N+](=O)[O-])ccc1N1CCOCC1	1	105	0.1	-1	1.2	5	103	20	2
O=C(NN1CCOCC1)c1cc(-c2ccncc2)nc2ccccc12	-12	106	0.4	1	1.0	4	101	-12	-1
O=C(Nc1ccccc1Cl)NC1(C(=O)NCc2ccncc2)CCCCC1	-9	97	-1.4	2	0.3	-11	97	32	-6
CCOc1ccc(S(=O)(=O)c2cn(C)c3cc(OC)c(OC)cc3c2=O)cc1	-10	99	-0.8	-3	0.1	18	100	34	-3
Cc1cc([N+](=O)[O-])nn1CC(=O)NCc1ccccc1	10	96	0.4	3	0.5	0	95	19	-5
Cc1ccc(S(=O)(=O)NC(=O)Nc2nc(-c3ccc(F)c(F)c3)cs2)cc1	-16	91	-1.3	-7	-0.7	28	95	46	1
CNC(=O)N(O)C1N(/N=C/c2ccccc2O)C(=S)SC1(C)C (configuration not stated)	-3	102	1.1	1	-0.9	-3	96	32	-4
CC(OC(=O)c1ccc2c(=O)n3c(nc2c1)CCCCC3)C(N)=O (configuration not stated)	-6	96	0.6	-1	0.5	7	95	25	-4
COc1ccc(C2NC(=S)NC3=C2N2CCC3CC2)cc1 (configuration not stated)	-16	127	0.8	20	-0.6	-1	113	28	-1
COc1ccccc1CNS(=O)(=O)c1ccc2c(c1)NC(=O)CO2	-6	101	1.4	2	1.9	6	103	21	-8
CCN(CC)c1ccc(/C=C2/C(=O)N(c3ccc([N+](=O)[O-])cc3)N=C2N2CCOCC2)cc1	9	.	0.9	.	0.3	4	.	10	.
Cn1c(/C(C#N)=C(\O)c2ccc(Br)s2)nc2ccccc21	6	97	0.4	0	0.6	13	91	27	-7
COc1ccc(CN2C(=O)c3cccnc3C2Nc2ccc(C)cc2)cc1 (configuration not stated)	-4	100	-0.7	3	-0.6	8	98	-34	-3
CCOc1ccccc1C(=O)NN1CCOCC1	-13	96	0.9	-3	-1.1	2	94	58	-3
O=C(Nc1cccc2cccnc12)c1cc(F)c(F)cc1Cl	-29	108	-1.8	2	-0.6	20	113	-2	-3
CCOC(=O)C1CCN(S(=O)(=O)Cc2ccccc2)CC1	-4	106	2.0	3	0.3	22	102	13	-3
COc1cccc(NC(=O)CSc2nc3c(c(-c4ccco4)c2C#N)CCCC3)c1	0	91	2.0	4	0.3	-1	95	-15	-2
O=c1cc(CN2CCN(c3ccccc3)CC2)c2c(ccc3ccccc32)o1	-14	100	-0.3	4	-0.3	15	98	-19	2
Cc1cc(C)n2nc(C(=O)NCCc3ccccc3)nc2n1	5	103	0.1	7	0.6	-18	102	9	0
CCNC(=O)OCc1cn(-c2ccc(Cl)cc2)nn1	4	101	0.3	-1	0.5	8	93	-33	2
COc1ccc(C(=O)C2CCCN(C(=O)CSC)C2)cc1OC (configuration not stated)	-11	104	0.9	8	1.9	0	102	36	-2
Cc1ccc(-n2ncc(C(=O)Nc3cc(Cl)cc(Cl)c3)c2C2CCNCC2)cc1C	9	106	.	58*	.	-10	216*	-20	-8
CC(C)(C)c1cc[n+](/C(C(=S)NC2CC2)=C(/[O-])c2ccc(Cl)s2)cc1	-4	81*[inhibitor]	0.1	-2	1.7	9	80	36	-3
COc1cc(/C=C/C(=O)c2ccc3c(c2)OCO3)cc(Cl)c1O	18	101	70*	-3	98*	-10	97	32	-6
Cc1ccc2oc(=O)c3cc(C(=O)NCc4ccco4)sc3c2c1	-3	101	0.1	1	0.2	-11	102	-4	-3
CCOc1ccc(C(C)=O)cc1N1C(=O)C2C3C=CC(O3)C2C1=O (configuration not stated)	7	92	2.8	-6	1.1	1	94	46	.
COCCCNC(=O)Cn1nc(-c2ccccc2OC)ccc1=O	-5	.	0.2	.	-0.1	13	.	29	-3
Cc1cccc(C(=O)NCCc2n[nH]c(=S)n2C)c1	-5	97	-1.3	3	0.2	3	100	-12	-11
CCNC(=O)C1CCCN1S(=O)(=O)c1ccc(OC)cc1 (configuration not stated)	-11	101	0.6	0	0.9	13	100	-60	-4
CCOC(=O)C(C)Sc1nc(=O)n2cc(C)ccc2n1 (configuration not stated)	6	45*[inhibitor]	-0.1	-15	1.1	20	54	-16	-6
O=C1C(NS(=O)(=O)c2ccc(Cl)cc2)=C(N2CCCCC2)C(=O)c2ccccc21	0	98	-2.4	-7	-2.2	36	94	-1	-2
CC1CCCCC1NC(=S)Nc1cccc(S(=O)(=O)N(C)C)c1 (configuration not stated)	2	99	2.1	2	3.3	5	103	4	3
Cc1ccc2[nH]c(C)c(CC(=O)NCc3ccccc3)c2c1	-9	102	-1.0	2	-0.8	2	101	31	6
COCCn1c(Cc2ccccc2)nnc1SCC(=O)NC1CC1	21	97	0.4	-4	0.8	1	99	42	2
O=C(CNCc1ccco1)Nc1cc(S(=O)(=O)N2CCOCC2)ccc1N1CCCC1	-13	106	1.0	4	-0.2	1	104	-1	-5
COc1cc(C(=O)Nc2ccc3c(c2)OCO3)c([N+](=O)[O-])cc1OC	-10	103	0.6	9	0.8	10	102	48	-1
CCOC(=O)N1CCN(C(=O)CSc2ccc(-c3cccc(OC)c3)nn2)CC1	0	100	-2.1	-9	-1.8	-4	89	1	-5
COc1ccc(Oc2ccc(N/C=C/C(=O)C(C)(C)C)cc2)cc1	-2	101	-0.6	-2	0.0	-1	109	2	-4
CC1CCCCC1NC(=S)NC(=O)c1sc2ccccc2c1Cl (configuration not stated)	-13	83	-0.6	-15	0.2	10	83	20	3
Cc1ccc(OCCn2cnc3sc(C(N)=O)c(C)c3c2=O)cc1	0	108	1.1	-3	2.5	7	103	-2	6
CC(C)(C)SCCNC(=O)c1ccc(Cl)c(S(=O)(=O)N2CCOCC2)c1	2	100	6.8	2	4.5	.	103	.	-1
O=C(CCNS(=O)(=O)c1cccc2nonc12)NC1CCCc2ccccc21 (configuration not stated)	-4	116	2.9	7	2.6	8	112	16	-1
Cc1ccc(S(=O)(=O)N2CCCC2C(=O)Nc2nc3ccccc3s2)cc1 (configuration not stated)	-14	98	0.1	2	1.8	9	96	4	.
CCn1ncc(C2C(C(=O)Nc3ccc(C)cn3)=C(C)NC3=C2C(=O)CCC3)c1C (configuration not stated)	-7	105	1.0	3	0.3	15	102	-9	3
CCC(=O)c1ccc(OCc2ccc(C(=O)OC)o2)c(OC)c1	-11	.	-0.6	.	-0.9	-18	.	9	0
CCN(CC)CCNC(=O)C1CCC(=O)N1CCc1ccccc1 (configuration not stated)	-4	102	1.6	1	0.2	8	97	32	-3

4 structures out of the list, arranged by count of non-hydrogen atoms, rising.
SMILES	GPR7 antag	MEKK3 PB1 HTS	OXTR agonist	MEKK2 mut-MEK5	V1R ag counter	NALP1 inh	MEKK2wt PB1 HTS	PHOSPHO1 inh	GalR3 antag
CCC(=O)c1ccc(OCc2ccc(C(=O)OC)o2)c(OC)c1	-11	.	-0.6	.	-0.9	-18	.	9	0
CC(C)(C)SCCNC(=O)c1ccc(Cl)c(S(=O)(=O)N2CCOCC2)c1	2	100	6.8	2	4.5	.	103	.	-1
CCOC(=O)N1CCN(C(=O)CSc2ccc(-c3cccc(OC)c3)nn2)CC1	0	100	-2.1	-9	-1.8	-4	89	1	-5
O=C(CNCc1ccco1)Nc1cc(S(=O)(=O)N2CCOCC2)ccc1N1CCCC1	-13	106	1.0	4	-0.2	1	104	-1	-5

Continuation:
SMILES	GPR7 antag	MEKK3 PB1 HTS	OXTR agonist	MEKK2 mut-MEK5	V1R ag counter	NALP1 inh	MEKK2wt PB1 HTS	PHOSPHO1 inh	GalR3 antag
CCOC(=O)N1CCN(c2cc(=O)n(-c3cccc(Br)c3)c(=O)[nH]2)CC1	-3	91	-0.9	-7	0.0	42	96	26	-3
Cc1ccc2oc(NC(=O)N3CCOCC3)cc(=O)c2c1	-7	101	0.4	-1	-0.1	20	96	18	-2
O=C1CCN(CCc2ccccc2)CCN1[C@H](COc1ccccc1)Cc1ccccc1	0	100	-0.8	3	-0.4	-9	106	-13	-8
Cc1ccc(S(=O)(=O)c2nc(-c3cccs3)oc2NCc2cccnc2)cc1	-22	98	-0.4	4	-0.2	11	102	41	-6
Cc1ccc(C(=O)NCCc2ccccn2)cc1S(=O)(=O)N1CCOCC1	-4	101	1.2	-4	0.4	.	108	53	.
COC(=O)N/N=C/c1cn(CCOc2ccccc2OC)c2ccccc12	-9	103	1.4	7	11	1	106	14	-9
O=S(=O)(c1ccc2c(c1)OCCO2)N1CCC(O)(c2ccc(Cl)cc2)CC1	-14	101	2.8	1	5.2	35*	104	-7	-6
CC(NC(=O)COC(=O)C1=COCCO1)C12CC3CC(CC(C3)C1)C2 (configuration not stated)	-5	107	-1.6	-1	-1.6	2	104	40	0
FC(F)(F)c1cccc(N2CCN(C(=S)NCC3CCCO3)CC2)c1 (configuration not stated)	-3	97	5.3	-7	5.1	-9	93	21	-7
Cc1c(NC(=O)CSc2nc3ccccc3[nH]2)c(=O)n(-c2ccccc2)n1C	-6	99	-0.7	-1	0.1	4	95	-2	-2
O=C(Nc1ccncc1NC(=O)c1cccc([N+](=O)[O-])c1)c1cccc([N+](=O)[O-])c1	-9	100	1.2	-7	1.5	2	100	36	-3
O=C(Cc1ccc(F)cc1)Nc1ccccc1N1CCCC1	-15	106	-0.8	13	-0.8	-1	106	14	1
Cc1nc(N2CCN(Cc3ccccc3)CC2)nc2c1C(=O)CC(c1ccco1)C2 (configuration not stated)	-18	106	-0.7	9	-0.8	7	115	-6	-2

Bioassay records from PubChem BioAssay.
